# High-throughput results as filed in PubChem.
# BL2 CD40 inh: CD40 pathway inhibition in BL2 cells. BL2 NF-kB luciferase reporter, CD40L-induced, 4 h. inhibition, % at 10 µM. 83,000 tested, 0.94% active;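 active = mean inhibition of at least 50% with a set share of replicates also reaching that level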;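 note: 0% = neutral control wells and 100% = IKK inhibitor VII at 50 µM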
# Active calls of the source: *; [ ] = another dose, or the depositor's remark. A portion of the library; rates above refer to the full screens.
SMILES,BL2 CD40 inh
c1csc(-c2nc(N3CCCCC3)no2)c1,-94
Cc1cc(C(C)(C)C)ccc1NC(=O)CC(C)(C)CC(=O)O,3
COc1cccc(NC(=O)CN(C)C(=O)c2cc(C3CC3)nn2-c2ccccc2)c1,5
Cc1cc(C)n(-c2ccc(Cl)c(C(=O)OCC(=O)N3CCCCC3C)n2)n1 (stereo unspecified),12
O=C(O)C1CCN(S(=O)(=O)c2ccc3c(c2)OCCCO3)CC1,-4
Nc1c(C(=O)C2CC2)sc2nc3c(cc12)CCC3,-114
Cc1ccc(NC(=O)COc2coc(CN3CCc4ccccc4C3)cc2=O)c(C)c1,-2
FC(F)(F)CN1C[C@@H]2C(c3ccccc3)[C@H](C1)N2CC(F)(F)F (stereo partly specified),1
Cc1ccc(C)c(C(=O)CCC(=O)N2CCN(c3cccc(C(F)(F)F)c3)CC2)c1,-4
CS(=O)(=O)Cc1cc(N2CCCC2)nc(-c2ccccc2)n1,13
CC1CCC2(CC1)NC(=O)N(CC(=O)NCc1ccco1)C2=O (stereo unspecified),0
COc1ccc(/C=C/C(=O)OCC(=O)NC2CCS(=O)(=O)C2)cc1 (stereo unspecified),2
COc1ccc(N2C(=O)CSC23C(=O)Nc2ccccc23)cc1 (stereo unspecified),7
COc1cccc(-c2ccc3c(c2)O[C@H](CN(C)Cc2cccnc2)[C@H](C)CN([C@H](C)CO)S3(=O)=O)c1,19[25 µM]
CN1CCN(S(=O)(=O)c2ccc(NC(=O)c3cccs3)cc2)CC1,-18
C[C@H](CO)N1C[C@H](C)[C@H](CN(C)C(=O)c2ccc(F)cc2)OCc2ccccc2-c2ccccc2C1=O,-15[25 µM]
Cc1cc(C)c(S(=O)(=O)N2CCCCC2C(=O)O)c(C)c1 (stereo unspecified),15
CN(C)C(=O)c1ccc(-c2ccc3c(c2)[C@H]2[C@H](CCN2C(=O)Cc2ccccn2)[C@H](CO)N3C)cc1,0
COc1ccc(C#Cc2ccc3c(c2)[C@@H]2[C@@H](CCN2Cc2nccs2)[C@@H](CO)N3)cc1,1[25 µM]
O=C(c1ccccc1Oc1ccc([N+](=O)[O-])cc1)N1CCOCC1,6
C=C1CC(Cn2cc(Br)c(=O)[nH]c2=O)(c2ccc(-c3ccccc3)cc2)OC1=O (stereo unspecified),64*
CCOC(=O)c1cc(C(C)=O)c(=O)[nH]c1C,8
COc1ccc2c3c(n(C)c2c1)[C@H](CO)N(C(=O)CN1CCOCC1)CC31CCN(Cc2ccncc2)CC1,-18[25 µM]
CC(=O)Oc1ccc(-c2cccc(C(=O)OCC(=O)N(C)c3ccccc3)c2)cc1,-3
O=S(=O)(Cc1ccccc1)CS(=O)(=O)Cc1ccccc1,-8
Cc1ccc(OCCC(=O)Nc2ccc(S(=O)(=O)Nc3cc(C)nc(C)n3)cc2)cc1,-7
CN1C(=O)c2cc(NS(C)(=O)=O)ccc2OC[C@@H]2O[C@@H](CC(=O)NCc3ccccc3)CC[C@H]21,-3[25 µM]
Cc1ccc(/C=C/S(=O)(=O)NCC(=O)OCC(=O)Nc2c(F)cccc2F)cc1,-1
CCNC(=O)[C@H]1[C@H](CO)[C@H]2Cn3c(ccc(-c4cccc(F)c4)c3=O)[C@H]2N1C(=O)Cc1cccnc1,-1[25 µM]
COc1ccc2[nH]c3c(=O)n(Cc4ccc(C(=O)N5CCCC5)cc4)c(=S)[nH]c3c2c1,6
CCN(C(=O)COC(=O)c1cnc(C)cn1)c1c(N)n(Cc2ccccc2)c(=O)[nH]c1=O,-2
CS(=O)Cc1cc(Oc2ccccc2)nc(-c2ccncc2)n1 (stereo unspecified),1
COc1ccc(N(CC(=O)Nc2ccc3c(c2)OCCO3)S(=O)(=O)c2cccc(C)c2)cc1,8
COc1ccc(S(=O)(=O)N2CCCCCC2)cc1C(=O)NCCOc1ccc(C)cc1,-6
CCCNC(=O)c1cccc(COCC(F)(F)C(F)F)c1,5
CN(C)C(=O)c1ccc(-c2ccc3c(c2)[C@H]2[C@H](CCN2C(=O)C2CCCC2)[C@H](CO)N3C)cc1,3[25 µM]
CC(=NNC(=S)N1CCCCC1)c1cccc(C)n1,3
COc1ccc2c(CC(=O)Nc3ccc(N4CCOCC4)cc3)coc2c1,-2
CCN(c1ccccc1)S(=O)(=O)c1ccc(C(=O)NNC(=O)c2ccccc2F)cc1,3
CC(=O)N(C)C[C@H]1Oc2c(N)cccc2C(=O)N(C)C[C@@H]1C,1
CC(C)[C@H](NC(=O)c1ccccc1)C(=O)OCC(=O)Nc1sccc1C(N)=O,7
CCN(C(=O)COC(=O)C1CCN(S(=O)(=O)c2ccc3c(c2)OCCO3)CC1)C1CCCCC1,9
Cc1ccc(-n2c(=S)[nH]c3[nH]ncc3c2=O)cc1,4
N#C[C@H]1[C@H](c2ccc(-c3cccc(F)c3)cc2)[C@@H](CO)N1C(=O)NC1CCCCC1,7
CCOC(=O)c1c(C)[nH]c2cc(Br)c(O)cc12,-68
COc1ccccc1-c1nnc(SCc2ccccn2)n1C,3
Cc1cc(NC(=O)C(C)SCC(=O)Nc2ccc(C(=O)OC(C)C)cc2)no1 (stereo unspecified),-1
c1ccc(COc2cccc(CN3CCN(c4ccccn4)CC3)c2)cc1,7
COCCNC(=O)NC12CC3(C)CC(C)(CC(C)(C3)C1)C2,14
CC(=O)Nc1ccc(OS(=O)(=O)c2c(C)cc(C)cc2C)cc1,-8
Cc1occc1C(=O)Nc1ccc(OCc2ccccc2)cc1,-64
O=C(COc1ccc(F)cc1Br)Nc1ccccc1N1CCOCC1,-5
Cc1cc(C(=O)NCCCC(=O)O)c(C)o1,25
c1ccc(-c2ccccc2-c2nc(-c3ccncc3)no2)cc1,13
CCC(=O)N1CCCCN2[C@H](C1)[C@@H](c1ccc(/C=C/c3ccccc3)cc1)[C@@H]2CO,-9[25 µM]
Cc1ccc(C)c(C(=O)NCCN(C)C)c1,7
CC(=O)Nc1cccc(OCC(=O)NC(C)C(C)C)c1 (stereo unspecified),3
COc1ccc(-n2c3nc4ccccc4nc3c3c(=N)oc(C)nc32)cc1,4
Cc1noc(C)c1C(=O)N1CCC(C(=O)c2ccccc2)CC1,6
Cc1ccccc1S(=O)(=O)N[C@@H]1CC[C@@H](CCNS(=O)(=O)c2cccc(F)c2)O[C@@H]1CO,-8
# Carrying on.
SMILES,BL2 CD40 inh
Cc1cccc(C(=O)NCC(=O)Nc2ccncc2)c1,-3
C[N+]1(CCn2ccc3ccccc32)CCCCC1,18
Cc1c[n+]([O-])ccc1[N+](=O)[O-],3
COCCNC(=O)C[C@H]1C[C@@H]2c3cc(NC(=O)NC4CCCCC4)ccc3O[C@@H]2[C@@H](CO)O1,2
COc1ccc(-c2ccccc2[C@H]2[C@@H](CO)N(C(=O)C3CC3)[C@H]2C#N)cc1,-1[25 µM]
COc1ccc(N2CC(NC(=O)N3CCN(c4ccccc4)CC3)CC2=O)cc1 (stereo unspecified),1
Fc1ccccc1CSc1ncnc2sc3c(c12)CCCC3,23
COc1ccc2c3c([nH]c2c1)[C@H](CO)N(Cc1ccc(Cl)cc1)CC31CN(S(C)(=O)=O)C1,14[25 µM]
O=S(=O)(c1cccc(-c2csc(-c3ccccc3)n2)c1)N1CCOCC1,-12
Cc1ccc(N(C(=O)c2snc(C(N)=O)c2N)C(C(=O)NCCC(C)C)c2ccco2)cc1 (stereo unspecified),2
C/C=C/c1cnc2c(c1)C(=O)N([C@H](C)CO)C[C@@H](C)[C@H](CN(C)CC1CCOCC1)O2,-6[25 µM]
Cc1ccc(S(=O)(=O)N2CCCC(c3nnc4n3-c3ccccc3SC4)C2)cc1 (stereo unspecified),4
O=S(=O)(c1ccc(N2CCCCCC2)nc1)N1CCCC1,-7
CC(=O)C1N=NCC1c1ccccc1 (stereo unspecified),3
O=C(c1ccccc1)N1CC[C@H]2[C@H](CO)Nc3ccc(C#Cc4ccccc4F)cc3[C@H]21,7
COc1ccc(S(=O)(=O)N(C)C[C@@H]2OCCCC[C@@H](C)Oc3ccc(NC(=O)Cc4ccccc4)cc3C(=O)N([C@@H](C)CO)C[C@@H]2C)cc1,-6[25 µM]
COc1ccc(S(=O)(=O)NC(Cc2cnc[nH]2)C(=O)O)cc1 (stereo unspecified),7
CC(C)C#Cc1ccc([C@H]2[C@H](CO)N3C(=O)CN(C(=O)NC4CCCC4)C[C@@H]23)cc1,6[25 µM]
CCN(C(=O)CN1C(=O)NC(c2ccccc2)(c2ccc(C)c(C)c2)C1=O)C1CCS(=O)(=O)C1 (stereo unspecified),-2
O=S(=O)(Nc1cccnc1)c1cccs1,7
O=P(Cc1ccccn1)(c1ccccc1)c1ccccc1,2
C[C@@H]1CCCCO[C@H](CN(C)Cc2ccncc2)[C@@H](C)CN([C@H](C)CO)C(=O)c2cc(NS(=O)(=O)c3ccc(Cl)cc3)ccc2O1,8[25 µM]
Cc1ccc(S(=O)(=O)N(CC(=O)Nc2cccc(C)c2C)C(=O)N2CCN(C)CC2)cc1,-26
O=C(COc1ccc(S(=O)(=O)N2CCOCC2)cc1)Nc1ccc2c(c1)OCCO2,12
COc1cccc(CNC(=O)CCc2nc3cc(S(=O)(=O)N4CCOCC4)ccc3n2C)c1,-3
O=C(COc1cccc(Oc2ccccc2)c1)Nc1ncccn1,-55
COC(=O)c1sccc1NC(=O)CC1C(=O)NCCN1C(=O)c1ccccc1 (stereo unspecified),5
COc1ccc(NS(=O)(=O)c2ccc(OC)c3ccccc23)cn1,9
O=S(=O)(c1ccccc1)N1CCN(C/C=C/c2ccccc2)CC1,-1
O=C(NC1CCCC1)c1cc2nc(-c3ccccc3)cc(-c3ccccc3)n2n1,9
O=C(CNC(=O)c1ccccc1Br)Nc1cccc(S(=O)(=O)Nc2ccccc2Cl)c1,6
O=C(COC(=O)CNC(=O)c1ccc(Cl)cc1Cl)NC(=O)NCc1ccccc1,3
Cc1c(OCC(=O)NC(Cc2c[nH]c3ccc(O)cc23)C(=O)O)ccc2c3c(c(=O)oc12)CCC3 (stereo unspecified),15
Cc1cccc(S(=O)(=O)N2C[C@H](O)COC[C@@H]3O[C@H](CC(=O)Nc4ccccc4)CC[C@H]32)c1,5[25 µM]
Cc1noc(C)c1S(=O)(=O)Nc1ccc2c(c1)C(=O)N([C@@H](C)CO)C[C@@H](C)[C@@H](CN(C)Cc1ccc(C(=O)O)cc1)OCCCC[C@@H](C)O2,-2[25 µM]
Cc1ccc(S(=O)(=O)N2CCCCC2)cc1C(=O)Nc1cccnc1,2
CN(C)C(=O)c1ccc(-c2ccc(C3[C@H]4CNC[C@@H]3N4S(=O)(=O)c3ccc(F)cc3)cc2)cc1 (stereo partly specified),3
CN(C)c1ccnc(C(=O)O)c1,5
O=C(Nc1ccc2c(c1)N(S(=O)(=O)c1cccs1)CCC2)c1c(F)cccc1F,-10
CCOc1ccc(S(=O)(=O)NCCC(=O)N2CCCC(C)C2)cc1 (stereo unspecified),0
CS(=O)(=O)Nc1ccc(C(=O)N2CCN(c3ccccc3)CC2)cc1,7
O=C(c1cccs1)N1CCN(C(=O)N2CCOCC2)CC1,11
CC(NC(=O)Nc1ccc(F)cc1)C(c1cccs1)N1CCCC1 (stereo unspecified),12
CN1CCN(c2nnc(-c3cccs3)c3ccccc23)CC1,1
Cc1noc(C)c1NC(=O)N(C)C[C@@H]1OCc2cnnn2CCCC(=O)N([C@H](C)CO)C[C@H]1C,-6[25 µM]
Cc1ccc(S(=O)(=O)NCc2ccccc2)cc1C(=O)NCC(C)(C)N1CCOCC1,0
O=C(c1ccco1)N1CCN(S(=O)(=O)c2cccc([N+](=O)[O-])c2)CC1,12
O=C(Nc1nccs1)C1CCCCN1S(=O)(=O)c1ccccc1 (stereo unspecified),8

# Some of these compounds in order of length of the SMILES, largest number first:
SMILES,BL2 CD40 inh
COc1cccc(-c2ccc3c(c2)O[C@H](CN(C)Cc2cccnc2)[C@H](C)CN([C@H](C)CO)S3(=O)=O)c1,19[25 µM]
CN(C)C(=O)c1ccc(-c2ccc3c(c2)[C@H]2[C@H](CCN2C(=O)C2CCCC2)[C@H](CO)N3C)cc1,3[25 µM]
CN(C)C(=O)c1ccc(-c2ccc(C3[C@H]4CNC[C@@H]3N4S(=O)(=O)c3ccc(F)cc3)cc2)cc1 (stereo partly specified),3
COc1ccc2c3c([nH]c2c1)[C@H](CO)N(Cc1ccc(Cl)cc1)CC31CN(S(C)(=O)=O)C1,14[25 µM]
CCN(C(=O)CN1C(=O)NC(c2ccccc2)(c2ccc(C)c(C)c2)C1=O)C1CCS(=O)(=O)C1 (stereo unspecified),-2
N#C[C@H]1[C@H](c2ccc(-c3cccc(F)c3)cc2)[C@@H](CO)N1C(=O)NC1CCCCC1,7
C=C1CC(Cn2cc(Br)c(=O)[nH]c2=O)(c2ccc(-c3ccccc3)cc2)OC1=O (stereo unspecified),64*
O=C(CNC(=O)c1ccccc1Br)Nc1cccc(S(=O)(=O)Nc2ccccc2Cl)c1,6
O=C(Nc1ccc2c(c1)N(S(=O)(=O)c1cccs1)CCC2)c1c(F)cccc1F,-10
O=C(COc1ccc(S(=O)(=O)N2CCOCC2)cc1)Nc1ccc2c(c1)OCCO2,12
Cc1ccc(S(=O)(=O)N2CCCC(c3nnc4n3-c3ccccc3SC4)C2)cc1 (stereo unspecified),4
COC(=O)c1sccc1NC(=O)CC1C(=O)NCCN1C(=O)c1ccccc1 (stereo unspecified),5
CC(=O)Nc1ccc(OS(=O)(=O)c2c(C)cc(C)cc2C)cc1,-8
CCOc1ccc(S(=O)(=O)NCCC(=O)N2CCCC(C)C2)cc1 (stereo unspecified),0
COc1ccc(N2C(=O)CSC23C(=O)Nc2ccccc23)cc1 (stereo unspecified),7
O=C(Nc1nccs1)C1CCCCN1S(=O)(=O)c1ccccc1 (stereo unspecified),8
Cc1ccc(-n2c(=S)[nH]c3[nH]ncc3c2=O)cc1,4
O=C(COc1cccc(Oc2ccccc2)c1)Nc1ncccn1,-55
CCCNC(=O)c1cccc(COCC(F)(F)C(F)F)c1,5
O=P(Cc1ccccn1)(c1ccccc1)c1ccccc1,2
Cc1c[n+]([O-])ccc1[N+](=O)[O-],3
CC(=O)C1N=NCC1c1ccccc1 (stereo unspecified),3

# Further structures follow:
SMILES,BL2 CD40 inh
C#CCN1C(=O)C(O)(CC(=O)c2ccc(OC)c(OC)c2)c2ccccc21 (stereo unspecified),8
O=C(CCCCCN1C(=O)c2cccc3cccc(c23)C1=O)NCc1ccco1,-3
NCC12CC3CC(C1)CC(CN)(C3)C2,-6
OCCC1CN(CCCn2cccn2)CCN1Cc1ccccc1 (stereo unspecified),-2
Cc1cc(OCC(=O)NC(C)C)ccc1Cl,-6
